Compound activity from PubChem BioAssay.
PKA-R2B act: activators of PKA-R2B holoenzyme, primary screen, biochemical, fluorescence polarization, Cy5-IP20, human | cAMP-dependent protein kinase catalytic subunit beta (Homo sapiens) + cAMP-dependent … | PKA-R2B holoenzyme dissociation; R2B truncated from residue 108, S112A mutant; 0% DMSO only, 100% 113 µM cGMP | activation, % at 11.4 µM | 0.079% of 340,000 active;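 active = activation above a cutoff set at the mean over all compounds plus 3 SD, cut at about 18% in these data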;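 note: higher means more holoenzyme dissociation and a rise in polarization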
Target sequence (P31323 whole entry, looked up, other chains not shown, the tested form may be a part): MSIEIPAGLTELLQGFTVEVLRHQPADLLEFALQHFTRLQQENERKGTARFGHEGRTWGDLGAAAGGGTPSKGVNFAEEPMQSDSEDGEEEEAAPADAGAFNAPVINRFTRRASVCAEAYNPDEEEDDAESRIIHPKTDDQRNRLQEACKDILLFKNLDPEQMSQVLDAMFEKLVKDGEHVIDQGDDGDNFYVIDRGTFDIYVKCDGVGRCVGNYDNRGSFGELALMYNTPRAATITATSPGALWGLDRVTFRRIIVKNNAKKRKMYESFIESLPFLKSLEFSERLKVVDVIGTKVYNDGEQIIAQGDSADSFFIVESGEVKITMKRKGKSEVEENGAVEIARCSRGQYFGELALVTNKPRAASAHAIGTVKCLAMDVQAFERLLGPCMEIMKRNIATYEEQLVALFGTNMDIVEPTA
SR-BI HDL uptake: inhibitors of SR-BI mediated HDL lipid uptake, primary screen, ldlA[mSR-BI] cells, fluorescence, single point. Scavenger receptor class B member 1 (Mus musculus), Q61009. ldlA[mSR-BI] CHO cells, DiI-HDL uptake fluorescence, 3 h. inhibition, % at 12.5 µM. 0.96% of 320,000 active;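 active = mean replicate inhibition of at least 70% and a set share of replicates each scoring 70 or more; inconclusive = meets just one of the two criteria; inactive = fails both criteria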;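 note: 0% = median of neutral control wells and 100% = median of positive control wells; values of inactives mirror those of a sister screen read the other way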
Target sequence (Q61009 whole entry, looked up): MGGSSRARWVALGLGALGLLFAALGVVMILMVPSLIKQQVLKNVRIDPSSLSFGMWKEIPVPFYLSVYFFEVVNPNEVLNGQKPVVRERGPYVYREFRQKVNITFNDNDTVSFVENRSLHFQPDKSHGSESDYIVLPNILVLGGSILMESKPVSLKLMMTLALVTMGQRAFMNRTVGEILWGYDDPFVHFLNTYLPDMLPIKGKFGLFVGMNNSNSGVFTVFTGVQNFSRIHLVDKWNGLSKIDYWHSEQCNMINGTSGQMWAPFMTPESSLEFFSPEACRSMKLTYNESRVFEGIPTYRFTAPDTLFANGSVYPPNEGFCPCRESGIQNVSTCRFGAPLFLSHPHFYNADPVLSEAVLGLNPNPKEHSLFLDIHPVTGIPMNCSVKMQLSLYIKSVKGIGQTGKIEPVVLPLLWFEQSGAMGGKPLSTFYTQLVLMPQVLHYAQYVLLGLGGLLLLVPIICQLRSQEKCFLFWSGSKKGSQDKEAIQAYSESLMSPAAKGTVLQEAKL
PKA-R1A activ: activators of PKA-R1A holoenzyme, primary screen, biochemical, fluorescence polarization, Cy5-IP20, bovine R1A, mouse PKAc. cAMP-dependent protein kinase type I-alpha regulatory subunit (Bos taurus) + …. PKA-R1A dissociation; scaled: DMSO 0%, 113 µM cGMP 100%. activation, % at 11.4 µM. 0.083% of 340,000 active. AID 504707, 2011;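 active = percent activation above the mean of all tested compounds plus 3 SD, cut at about 19% in these data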;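 note: higher means more PKAc released from R1A so a rise in polarization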
MITF TRPM1 HTS: activators of MITF-driven TRPM1 promoter reporter, primary screen, cell-based, SK-MEL-5, luciferase, single point. SK-MEL-5 TRPM1-promoter luciferase, 24 h; % of positive control, neutral wells = 0. activation, % at 12.5 µM. 0.75% of 300,000 active. AID 588334, 2011;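 active = mean activation of at least 80% with every replicate also reaching 80%; inconclusive = mean reaches 80% but some replicate falls short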;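 note: 0% = neutral control wells and 100% = parthenolide positive control wells; values of inactives mirror those of a sister screen read the other way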
SR-BI DiI-HDL act: activators of SR-BI mediated DiI-HDL uptake, primary screen, ldlA[mSR-BI] CHO cells, DiI fluorescence | 3 h; 100 = double the neutral-control signal | 0.096% of 320,000 active | activation, % at 12.5 µM;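 active = mean replicate activation of at least 60% and every replicate at or above 60%; inconclusive = mean or all-replicate condition met, but not both; inactive = mean below 60% and not all replicates reaching 60%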;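 note: 0% = median plate neutral-control signal and 100% = twice that signal; values of inactives mirror those of a sister screen read the other way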
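Material: SR-BI-overexpressing, LDLR-lacking CHO cells; schedule: compound exposure 3 h, 37 °C; reagent: DiI-labelled HDL at 10 µg/mL final; technique: bottom-read fluorescence, 550/595 nm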
NSD2 inh: NSD2 histone methyltransferase inhibitors, primary screen, biochemical, AlphaScreen, single concentration, set 2; inhibition, % at 12.5 µM; Histone-lysine N-methyltransferase NSD2 (Homo sapiens), O96028; 0.54% of 310,000 active; NSD2 peptide methylation, 120 min; in the data active = inhibition above about 50%
DSG3 Ab inh: inhibitors of pemphigus antibody binding to DSG3, primary screen, biochemical, bead-based, flow cytometry, scFv-GFP. Desmoglein-3 (Homo sapiens), P32926. DSG3-coupled beads, scFv-anti-DSG3-GFP binding; hits give low values. binding (percent of control), % at 10 µM. 0.48% of 310,000 active;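 active = binding more than 3 SD below its plate's average and above zero; inconclusive = below that plate limit but binding exactly zero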;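 note: hits lower antibody fragment binding to DSG3; some compounds called inactive have numbers as strong as hits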
Arr AP2 block: inhibitors of beta-arrestin/AP2 binding, primary screen, biochemical, GPCR trafficking, flow cytometry | beta-arrestin 1 C-terminal peptide binding to AP2 beta2-adaptin appendage (human) | FITC-arrestin peptide / GST-AP2 beads; AP2 beta2 appendage carries R879A mutation | inhibition, % at 10 µM | 0.31% of 340,000 active;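 active = inhibition above a set limit, near 3 SD of compounds lacking own fluorescence, cut at about 54% in these data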;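 note: plate controls were DMSO wells for no effect and 5 µM unlabelled arrestin peptide for full effect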
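System: GST-AP2 R879A glutathione beads | Also added: FITC-arrestin peptide, 50 nM | Times: 12 min plus 1 h, RT | Signal: Bead flow cytometry, FITC channel | Buffer or medium: PBS with 0.05% Tween 20 and 0.1% BSA | Read-out basis: Percent drop in bead-associated FITC signal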
Mot1-301 SUMO: yeast Mot1-301 growth rescue at high temperature, primary screen, SUMOylation pathway inhibitor project, S. cerevisiae, ATP luminescence, 38.5C; 1% of 320,000 active; growth rescue, % at 18.8 µM; AID 2716, 2010; S. cerevisiae Mot1-301 growth rescue; percent above DMSO median, 100 means doubled;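 active = every valid replicate shows activation above 250% relative to neutral control wells; inactive = the rest, any valid replicate at or below 250%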;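 note: OY570 slx delta 5 strain wells were the positive control but not used for scaling; some compounds called inactive have numbers as strong as hits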
dFosB activator: activators of delta FosB homodimer, primary screen, biochemical, fluorescence polarization, TAMRA-CDK5 oligo, single point; AID 493131, 2011; 0.99% of 340,000 active; activation, % at 25 µM; purified delta FosB; percent of positive-control signal above neutral wells;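 active = mean activation above about 17%, with every replicate also reaching it, limit read from the data, passing the limit was not always enough; inconclusive = only one of the two conditions met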;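 note: fluorescence polarization rise as delta FosB binds a TAMRA Cdk5 AP-1 oligo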
CDK5 p35 inh: inhibitors of human CDK5/p35 kinase, primary screen, biochemical, single concentration; Recombinant CDK5/p35, ADP-Glo luminescence, 60 min; inhibition, % at 10 µM; 0.01% of 330,000 active; AID 488839, 2010;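 active = highest replicate inhibition of at least 50% and at least 75% of replicates reaching 50%; inconclusive = only one of the two criteria met; inactive = both criteria failed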;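 note: plate controls were DMSO neutral control for no effect and GW8510 at 10 µM for full effect; many of its hits are not listed in these tables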
The depositor's hits bear a star; ? = inconclusive; . = no result given. Rows were taken by chance; 4.7% or so of the library scored in one or more.

Start of the data: the first 2 entries (preview)
SR-BI HDL uptake,SR-BI DiI-HDL act,CDK5 p35 inh,Mot1-301 SUMO,DSG3 Ab inh,NSD2 inh,Arr AP2 block,PKA-R1A activ,PKA-R2B act,dFosB activator,MITF TRPM1 HTS,structure
-19.2,.,-0.7,0.0,110.3,-1.9,0.2,1.1,6.6,5.8,-1.0,CN(C)S(=O)(=O)c1cccc(COC(=O)CN2C(=O)NC3(CCCC3)C2=O)c1
-6.5,6.5,-0.7,178.0,47.9*,-1.1,35.7,-3.6,2.8,-12.1,-14.5,O=C(CCC(=O)N(CC(=O)NC1CCCC1)c1ccc(F)cc1)Nc1nccs1

The listing, from the first entry:
SR-BI HDL uptake,SR-BI DiI-HDL act,CDK5 p35 inh,Mot1-301 SUMO,DSG3 Ab inh,NSD2 inh,Arr AP2 block,PKA-R1A activ,PKA-R2B act,dFosB activator,MITF TRPM1 HTS,structure
-19.2,.,-0.7,0.0,110.3,-1.9,0.2,1.1,6.6,5.8,-1.0,CN(C)S(=O)(=O)c1cccc(COC(=O)CN2C(=O)NC3(CCCC3)C2=O)c1
-6.5,6.5,-0.7,178.0,47.9*,-1.1,35.7,-3.6,2.8,-12.1,-14.5,O=C(CCC(=O)N(CC(=O)NC1CCCC1)c1ccc(F)cc1)Nc1nccs1
-21.9,21.9,0.2,308.8,105.3,-0.9,9.9,-2.2,7.0,-4.8,-8.8,COc1ccc(CN2CCNC(=O)C2CC(=O)N(C)Cc2ccncn2)c(OC)c1 (stereo not drawn)
-13.1,13.1,0.8,-19.2,101.0,1.7,-5.7,4.8,12.0,1.5,-4.0,Cc1cc(/C=C(\C#N)C(=O)N2CCOCC2)c(C)n1C1CCCC1
-20.4,20.4,5.5,24.3,.,1.3,9.4,2.6,-0.7,-0.6,.,O=C(C1CC1c1ccccc1)N1CCOCC1 (stereo not drawn)
-13.0,13.0,-0.1,-8.5,.,-2.2,-5.8,-0.8,-2.1,-7.6,-0.6,O=C(C[n+]1ccc(C(=O)NCCCO)cc1)c1cccc(Br)c1
-9.2,9.2,0.6,-7.0,101.8,-4.8,-3.4,-5.8,-8.8,-7.6,49.0,CC(=O)c1c(C)oc2ccc(OCc3ccccc3)cc12
-11.6,11.6,-2.6,-0.5,115.5,.,-6.9,5.1,-5.9,-5.3,-2.9,COc1ccccc1CNC(=O)c1ccc(NS(=O)(=O)c2c(C)noc2C)cc1
-14.5,14.5,0.8,4.2,99.7,-0.4,-0.2,-13.4,-3.6,-3.0,-8.2,CCOc1ccc(CC(=O)OCN2C(=O)c3ccccc3C2=O)cc1
-12.5,12.5,-0.2,3.5,101.5,11.5,-0.7,4.1,-0.5,8.0,.,CCC(C)NCc1ccc(C(=O)OC)o1 (stereo not drawn)
37.3,-37.3,8.1,362.7,109.7,.,17.3,8.6,-12.6,-7.4,22.4,COc1ccc(-n2nc(C(=O)NCC(=O)N3CCN(c4ccccn4)CC3)c3ccccc3c2=O)cc1OC
-9.9,9.9,2.5,-14.3,.,-1.5,39.9,1.4,5.6,-4.9,.,CC1CN(S(=O)(=O)c2ccc(C(=O)N3CCc4ccccc43)cc2)CC(C)O1 (stereo not drawn)
9.6,-9.6,0.8,27.4,.,-1.7,-21.6,0.6,-9.9,4.2,-3.9,Cc1ccc(CNC(=O)C(Cc2ccccc2)NS(=O)(=O)c2ccc(Br)s2)cc1 (stereo not drawn)
-30.0,30.0,-1.4,400.8,114.2,0.5,-8.5,-21.4,-11.7,-4.5,-11.7,CCc1ccc(CNC(=O)C2CCC(=O)N(CCc3ccc(Cl)cc3)C2)nc1 (stereo not drawn)
-35.8,35.8,0.4,24.6,100.5,0.0,-7.4,4.7,-2.7,-5.2,-0.2,Cc1sc2ncnc(SCC(=O)N3c4ccccc4Sc4ccc(Cl)cc43)c2c1C
6.4,-6.4,0.9,-10.4,113.0,-1.8,-11.9,-2.6,-4.6,-3.4,16.8,O=C(Cn1cc(SCc2cccc(Cl)c2)c2ccccc21)N1CCOCC1
22.6,-22.6,-0.3,10.5,108.9,-0.1,10.2,-4.3,-8.5,-10.2,-5.1,CCC(=O)c1ccc(N2CCN(C(=O)Cc3ccccc3)CC2)c(F)c1
.,.,-0.5,.,88.5,-3.9,-8.3,3.6,-7.6,0.2,-6.9,CSc1ncc(Cl)c(C(=O)Nc2ccccc2Br)n1
30.9,-30.9,-1.3,-0.4,92.8,-0.1,-2.9,1.5,-14.8,-2.9,1.4,CCc1ccc(-c2nc(NC(=O)c3ccc(OCC(=O)Nc4ccc(F)cc4)c(OC)c3)sc2C)cc1
-11.5,11.5,0.9,-4.6,109.6,.,4.7,1.2,-7.9,0.1,5.7,CCN1CCc2nc(N)oc2CC1
-11.1,11.1,-1.4,.,114.8,-2.4,-8.3,-4.0,-5.2,2.4,-10.4,COc1ccc2c(c1)CCCC2=O
-15.3,15.3,-0.6,75.5,106.3,-2.0,9.2,-8.1,-9.8,2.3,11.9,CCSc1cnc(-c2ccccc2)n1CC
5.7,-5.7,0.4,485.8,111.8,0.6,10.2,-10.7,2.5,0.2,-13.6,Cc1ccc(CNS(=O)(=O)c2ccc3c(c2)n(C)c(=O)n3C)cc1
59.3,-59.3,1.7,-12.6,106.8,-5.1,7.5,-11.4,-3.9,-21.4,.,CNC(=O)c1c(NC(=O)c2cccc(C)c2)sc2c1CCC2
-10.1,10.1,0.2,2.5,119.0,4.2,16.5,-6.0,2.9,4.8,-4.3,Cn1cc(C(=O)NCCO)c(=O)c2ccccc21
-40.1,40.1,-1.9,.,102.2,-1.5,4.3,-6.7,-9.6,-1.9,3.4,Cc1ccc(C)c(NC(=S)N(Cc2cccc(Br)c2)CC2CCC(C(=O)O)CC2)c1 (stereo not drawn)
-7.9,7.9,-5.4,-9.1,97.0,0.3,2.3,-2.8,8.5,-7.9,0.6,O=S(=O)(c1cccc(-c2cn3cccnc3n2)c1)N1CCOCC1
-44.6,44.6,-2.5,-13.3,119.6,-1.8,4.3,6.0,-2.1,-6.4,-4.0,COc1ccc(OC)c(C2C(C(=O)c3ccco3)=C(O)C(=O)N2Cc2cccnc2)c1 (stereo not drawn)
-9.9,9.9,-0.5,105.5,99.6,-1.5,-3.7,3.0,-15.4,8.5,-0.3,O=[N+]([O-])c1ccc(NCCCN2CCOCC2)c(Cl)c1
-1.2,1.2,0.6,164.4,102.8,5.2,6.1,3.3,-3.4,1.0,-21.4,Cc1ccc2nc(-c3ccccc3)c(CC(=O)O)c(C(=O)O)c2c1
6.3,-6.3,1.3,13.1,125.6,0.5,-5.2,0.8,-3.6,-1.2,12.7,Cc1ccc(CNC(=O)CC(C)S(=O)(=O)c2ccc3c(c2)NC(=O)CS3)o1 (stereo not drawn)
-2.9,2.9,-0.8,41.0,100.4,-5.8,23.6,5.3,-12.3,6.1,-1.4,Cc1cc(C(=O)NCCCN2CCCC2=O)cs1
-246.1,?,2.0,-32.0,97.7,-3.0,0.0,-2.8,-7.6,-3.2,-3.3,CN(C(=O)COC(=O)c1ccc(C#N)cc1)c1ccccc1
49.2,-49.2,-0.6,0.2,122.7,.,45.7,-0.4,-1.2,4.9,.,COc1cc(C(=O)NCCCCCCNC(=O)c2cc(OC)c(OC)c(OC)c2)cc(OC)c1OC
-25.4,25.4,-4.7,104.9,105.4,.,10.9,2.2,-10.0,-2.2,-7.9,C[C@H](CO)N1C[C@H](C)[C@@H](CN(C)S(C)(=O)=O)Oc2ccc(N(C)C)cc2C1=O
-10.3,10.3,-0.5,-9.1,98.8,1.9,25.8,1.1,-4.5,-5.3,-1.0,Oc1ccc2ccccc2c1C=Nc1ccccc1
16.3,-16.3,0.6,4.9,99.5,0.0,-2.4,-20.4,-10.4,-4.1,-8.8,O=C(Nc1ccc2c(c1)OCO2)C1CCN(Cc2cnn(-c3ccccc3)c2-n2cccc2)CC1
5.6,-5.6,0.6,2.1,100.8,0.8,-3.0,-6.7,-8.4,-1.7,-2.6,O=C(O)c1cc(NC(=O)c2ccc(Cl)c([N+](=O)[O-])c2)cc(C(=O)O)c1
-14.7,14.7,0.1,0.0,104.3,-0.8,19.4,0.8,0.9,0.0,-3.9,CN(CC(=O)NC1CCCc2ccccc21)S(=O)(=O)c1cccs1 (stereo not drawn)
